FBW7 act – human FBW7 E3 ligase activation, primary screen; AlphaScreen FBW7–phospho-cyclin E peptide binding, activator screen; 650,000 compounds, 0.13% hits; AID 1259310; normalized activity (activation), % at 26.1 µM; in the data active = normalized activity above about 1.9%;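 also: purified mutant Fbw7 with reduced substrate affinity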
MITF primary – human MITF inhibition, primary screen; AlphaScreen MITF homodimerization, bead proximity signal; inhibition, % at 2.6 µM; 650,000 compounds, 0.91% hits; O75030; in the data active = inhibition above about 50%;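 also: 0% = vehicle wells with protein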
Target sequence (O75030 whole entry, looked up): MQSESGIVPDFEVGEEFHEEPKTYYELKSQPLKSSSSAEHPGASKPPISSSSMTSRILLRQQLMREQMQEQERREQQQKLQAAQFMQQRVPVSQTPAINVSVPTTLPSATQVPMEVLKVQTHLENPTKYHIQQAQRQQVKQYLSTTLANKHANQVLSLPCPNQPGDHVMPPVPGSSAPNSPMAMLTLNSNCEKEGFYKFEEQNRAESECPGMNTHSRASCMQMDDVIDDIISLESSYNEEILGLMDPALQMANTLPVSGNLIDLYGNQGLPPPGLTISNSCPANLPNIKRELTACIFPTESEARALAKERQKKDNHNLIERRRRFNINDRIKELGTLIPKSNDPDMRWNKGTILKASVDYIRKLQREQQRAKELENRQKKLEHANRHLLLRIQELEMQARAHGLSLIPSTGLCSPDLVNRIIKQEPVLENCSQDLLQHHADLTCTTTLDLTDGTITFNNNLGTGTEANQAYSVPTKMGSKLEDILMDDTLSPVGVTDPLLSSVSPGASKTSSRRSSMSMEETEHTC
TEAD-YAP inh – TEAD-YAP interaction inhibition. inhibition, % at 9.12 µM. HEK-TIYL cells, TEAD-Gal4/YAP UAS-luciferase luminescence. AID 1259422. 640,000 compounds, 1.4% hits; in the data active = inhibition above about 32%;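 also: 0% = median of test compound wells and 100% = reference inhibitor wells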
GPR151 ag – human GPR151 activation; Q8TDV0; PathHunter beta-arrestin GPR151 cells, luminescence; AID 1508602; 650,000 compounds, 1% hits; activation, % at 11.2 µM; in the data active = activation above about 4.9%;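 also: 0% = median of compound wells and 100% = cells with positive control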
Target sequence (Q8TDV0 whole entry, looked up): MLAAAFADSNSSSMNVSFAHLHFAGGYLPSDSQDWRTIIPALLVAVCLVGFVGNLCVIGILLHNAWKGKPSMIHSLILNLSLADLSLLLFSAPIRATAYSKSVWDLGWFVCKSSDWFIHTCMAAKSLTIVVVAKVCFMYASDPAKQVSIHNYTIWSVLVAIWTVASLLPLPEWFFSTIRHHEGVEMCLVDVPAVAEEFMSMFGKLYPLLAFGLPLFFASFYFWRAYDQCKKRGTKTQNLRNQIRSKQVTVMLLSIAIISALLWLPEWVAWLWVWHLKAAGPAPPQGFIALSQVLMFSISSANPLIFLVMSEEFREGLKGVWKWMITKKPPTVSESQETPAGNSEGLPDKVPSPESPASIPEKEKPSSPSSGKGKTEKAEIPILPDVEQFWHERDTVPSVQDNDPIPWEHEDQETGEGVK
* = called active by the depositor. Hits appear at their usual frequency; overall some 3.4% were active at least once.

SMILES | FBW7 act | MITF primary | TEAD-YAP inh | GPR151 ag
CC(NC(=O)Nc1nnc(C(F)(F)F)s1)N1C(=O)C2C3C=CC(C3)C2C1=O (stereo not given) | 0.0 | -18 | -2 | -0.9
CCN(CC)C(=O)C1CCCN(Cc2ccc(Cl)c(Cl)c2)C1 (stereo not given) | 0.3 | 34 | -5 | 1.8
CN1CCN(C(=O)/C=C/c2ccc3c(c2)OCO3)CC1 | -0.1 | 5 | -2 | -0.7
Clc1ccc(-n2ncc3c(N4CCN(c5ccccc5Cl)CC4)ncnc32)cc1 | 0.4 | 3 | 9 | 0.1
CC1(C(=O)O)CCC(C(=O)N2CCCCC2)C1(C)C (stereo not given) | 0.1 | -8 | -2 | 2.6
COc1ccc(CCNc2nc(Nc3cccnc3)nc(OC)n2)cc1 | 0.0 | 11 | -8 | -1.6
O=C(CC(SCCO)c1ccc(OC(F)F)cc1)c1ccco1 (stereo not given) | 0.5 | 25 | -8 | -0.2
CCOC(=O)N1CCc2c(sc(NC(=O)c3ccc(S(=O)(=O)N(CC(C)C)CC(C)C)cc3)c2C(N)=O)C1 | -0.1 | -9 | 0 | 1.8
CCCCn1c(SCC(=O)OCC)nc2c(sc(=S)n2-c2ccccc2OC)c1=O | 0.1 | -1 | 1 | -1.0
COc1cccc(NC(=O)C2CCN(S(=O)(=O)c3c(C)[nH]c(=O)[nH]c3=O)CC2)c1 | 0.1 | 17 | 6 | 1.0
Cc1nc2c(-c3ccccc3)c(C)nn2c(C)c1CC(=O)NCc1cccnc1 | 0.1 | 15 | -3 | 0.1
O=C(NCc1ccc(F)cc1)c1nn2c(C(F)(F)F)cc(-c3ccc(Cl)cc3)nc2c1Cl | -0.1 | 6 | -20 | -0.1
COc1ccc(S(=O)(=O)NC23CC4CC(C2)CC(C(=O)O)(C4)C3)cc1 | 0.2 | 5 | 1 | -0.1
COc1cc([N+](=O)[O-])ccc1NC(=O)Cc1c(F)cccc1Cl | 0.0 | -8 | -3 | 2.6
O=C(NN1CCOCC1)c1cc2ccccc2oc1=O | 0.2 | -8 | 11 | 0.2
CC1=CC(C)(C)N(C(=O)c2cccc(C)c2)c2ccc(OC(=O)c3ccc(F)cc3)cc21 | -0.1 | 15 | 5 | -0.6
O=C(CCN1C(=O)c2ccccc2S1(=O)=O)Nc1cccc(C(=O)O)c1 | 0.3 | 2 | 12 | 1.0
Cc1ccc(N(CCC(=O)NC(C)(C)C)S(=O)(=O)c2ccc(C)cc2)cc1 | -0.4 | -9 | 3 | 3.5
CCCCCCOc1ccc(C(=O)Nc2nnc(C)s2)cc1 | -0.1 | 3 | -1 | -0.1
Cc1[nH]n(-c2ccccc2)c(=O)c1-c1ccccc1 | 0.0 | 0 | -5 | -0.2
CC(C)CCNC(=O)CN1CCN(Cc2ccc(F)cc2Cl)C1=O | 0.0 | 4 | -2 | -1.1
COc1ccc(-c2c(C#N)c(SCC(=O)Nc3cccc(Cl)c3)nc(C)c2C(=O)Nc2ccccc2)cc1OC | -0.1 | -7 | -4 | 0.3
CCCCC1CCC(C(=O)Nc2cccc3ccccc23)CC1 (stereo not given) | 0.0 | -1 | -2 | 2.3
CCC1CN(CC(=O)N(C)CCCN2CCOCC2)Cc2ccc(Cl)cc2O1 (stereo not given) | 0.5 | 16 | 11 | -0.2

No new results follow: 4 of the compounds above.
SMILES | FBW7 act | MITF primary | TEAD-YAP inh | GPR151 ag
CC(C)CCNC(=O)CN1CCN(Cc2ccc(F)cc2Cl)C1=O | 0.0 | 4 | -2 | -1.1
COc1ccc(-c2c(C#N)c(SCC(=O)Nc3cccc(Cl)c3)nc(C)c2C(=O)Nc2ccccc2)cc1OC | -0.1 | -7 | -4 | 0.3
CCCCC1CCC(C(=O)Nc2cccc3ccccc23)CC1 (stereo not given) | 0.0 | -1 | -2 | 2.3
CCC1CN(CC(=O)N(C)CCCN2CCOCC2)Cc2ccc(Cl)cc2O1 (stereo not given) | 0.5 | 16 | 11 | -0.2

Single values from the entries so far:
`CCCCCCOc1ccc(C(=O)Nc2nnc(C)s2)cc1` in GPR151 ag is entered as -0.1
`CCC1CN(CC(=O)N(C)CCCN2CCOCC2)Cc2ccc(Cl)cc2O1` (stereo not given) in TEAD-YAP inh is entered as 11
`Cc1[nH]n(-c2ccccc2)c(=O)c1-c1ccccc1` in GPR151 ag is entered as -0.2
`Cc1ccc(N(CCC(=O)NC(C)(C)C)S(=O)(=O)c2ccc(C)cc2)cc1` in MITF primary is entered as -9

Following part:
SMILES | FBW7 act | MITF primary | TEAD-YAP inh | GPR151 ag
COc1cccc(CN(CCN(C)C)C(=O)c2cnc3cc(-c4ccncc4)ccn23)c1 | 0.1 | -4 | -2 | 0.0
COc1ccc(C2C(C#N)=C(N)Oc3c2c(-c2ccccc2)nn3C)c(Cn2cnc([N+](=O)[O-])n2)c1 (stereo not given) | -0.5 | 8 | -3 | 1.0
CCCCCCOc1ccc(C(=O)Nc2nc3ccc(OC)cc3s2)cc1 | 0.0 | -2 | 8 | -0.3
Cc1cc(Cl)ccc1OC(C)C(=O)N/N=C/c1ccc(O)cc1 (stereo not given) | -0.1 | 11 | 10 | 0.3
CC(=O)N1CCc2cccc(NS(=O)(=O)c3ccc(S(C)(=O)=O)cc3)c21 | 0.2 | 10 | 11 | 2.1
CN(C)c1ccc(/C=C(/NC(=O)c2ccccc2Br)C(=O)Nc2ccccc2Br)cc1 | -0.1 | -4 | -9 | 0.9
Cc1ccccc1C(=O)NNC(=O)Nc1ccc(Cl)cc1 | 0.0 | -12 | -4 | 0.8
COc1ccc(Cl)c(Cn2c(NC3CCCCC3)nc3c2c(=O)n(C)c(=O)n3C)c1 | -0.1 | 3 | 8 | -0.9
CCCNC(=O)CN(c1ccc2c(c1)OCO2)S(C)(=O)=O | 0.0 | -2 | -11 | -1.1
COCCNc1c(-c2ccc(OC)c(OC)c2)nc2ccc(C)cn12 | -0.1 | 4 | 1 | -0.1
Cc1ccccc1C(=O)Nc1cc(C(=O)O)cc(C(=O)O)c1 | 0.1 | 15 | 3 | 1.2
O=C(/C=C/c1ccco1)c1ccccc1 | -0.1 | 49 | 4 | 0.2
CCOC(=O)c1cccc(N(Cc2ccccc2)S(=O)(=O)c2ccc(F)c(C)c2)c1C | 0.0 | 24 | 2 | 0.8
Cc1ccc2c(c1)/C(=C/c1ccc(Cl)cc1)C(=O)N2 | 0.1 | 19 | 0 | 0.1
Cc1[nH]cnc1CN1CCc2c(c3ccccc3n2C)C1=O | 0.2 | -12 | 4 | -1.4
O=C(OCc1ccccc1)c1cc(S(=O)(=O)NCc2ccccc2)ccc1O | 0.2 | 3 | 3 | 1.6
CCC(CC)C(=O)Nc1c2c(nn1C(C)(C)C)CS(=O)C2 (stereo not given) | 0.0 | 4 | 5 | -0.1
COc1ccc2nc(N3CCC(C(=O)NCCN4CCCCC4C)CC3)sc2c1 (stereo not given) | -0.1 | -12 | -6 | -1.1
N#Cc1ccccc1OCC(=O)Nc1ccc(S(=O)(=O)Nc2nccs2)cc1 | -0.1 | -7 | 1 | 1.9
O=C1NC(=S)N(S(=O)(=O)c2cccc3cccnc23)C1Cc1ccccc1 (stereo not given) | -0.4 | -11 | -8 | -0.1
CCCCNC(=O)c1cc2cc3ccc(OC)cc3nc2o1 | 0.0 | -1 | -40 | 0.1
O=C(Nc1ccc2nc(SCc3ccc(Br)cc3)sc2c1)c1ccc(Cl)cc1Cl | -0.1 | 16 | 2 | 1.1
COc1ccc(CCNC(=O)c2cc3c(=O)n(C)c4ccccc4c3n2C)cc1OC | -0.1 | 6 | 6 | 0.1
Cc1ccc(/C=N/NC(=S)N=P(N2CCOCC2)(N2CCOCC2)C(C)(C)C)o1 | 0.0 | 3 | -28 | 0.5

Filtered by structure, the compounds so far containing a CF3 group
SMILES | FBW7 act | MITF primary | TEAD-YAP inh | GPR151 ag
CC(NC(=O)Nc1nnc(C(F)(F)F)s1)N1C(=O)C2C3C=CC(C3)C2C1=O (stereo not given) | 0.0 | -18 | -2 | -0.9
O=C(NCc1ccc(F)cc1)c1nn2c(C(F)(F)F)cc(-c3ccc(Cl)cc3)nc2c1Cl | -0.1 | 6 | -20 | -0.1

Other compounds.
SMILES | FBW7 act | MITF primary | TEAD-YAP inh | GPR151 ag
Cn1cnc2c(NCc3ccco3)ncnc21 | 0.5 | 4 | 12 | 0.2
COc1ccc(OCC(=O)Nc2ccc(O)cc2C(=O)O)cc1 | 0.0 | 2 | 1 | 0.6
Fc1ccc(CNc2ncnc3c2c(-c2ccccc2)cn3-c2ccc(F)cc2)cc1 | -0.1 | 5 | -6 | 3.1
O=C(Cc1cccs1)N1CCC(O)(c2ccccn2)CC1 | 0.7 | 1 | 5 | 1.1
CCc1nnc(NC(=O)CSc2nc(C)c3c(c2C#N)CCCC3)s1 | 0.0 | 3 | 30 | -0.3
Cc1cccc(C(=O)Nc2sc3c(c2C(=O)N2CCN(Cc4ccccc4)CC2)CCC(C)C3)c1 (stereo not given) | 0.0 | -9 | -2 | 1.8
CCOC(=O)c1c(NC(=O)c2ccc(C)cc2)sc(C(=O)Nc2cccc(Cl)c2)c1C | -0.1 | -1 | 1 | -1.5
CC(=O)Nc1ccc(SCCCC(=O)N2CCN(Cc3ccccc3)CC2)nn1 | 0.0 | -1 | 7 | -0.4
CCOC(=O)C1CCCN(C(=O)c2nn(-c3ccccc3OC)c(=O)c3ccccc23)C1 (stereo not given) | 0.1 | 7 | -3 | 4.0
Cc1ccccc1C(=O)NNC(=O)CCCCCN1C(=O)c2ccccc2C1=O | 0.5 | -8 | -4 | 0.4
COC(=O)c1ccc(C(=O)O)s1 | -0.2 | -10 | -5 | 0.9
O=C(Nc1ccon1)c1ccc2c(c1)OCO2 | 0.1 | 13 | -17 | 1.2
C=CCc1ccccc1OC1(c2ccc(Cl)cc2)OC(=O)c2ccccc21 (stereo not given) | 0.6 | 10 | 2 | -1.6
CC1(C)NC(=O)c2ccccc2O1 | 0.0 | 4 | -2 | 1.5
COc1ccc(-n2nc3ccc(NC(=O)c4ccccc4OC)cc3n2)cc1 | -0.1 | -7 | -29 | 0.5
CCOc1ccc(C(=O)/C=C\Nc2ccc(S(N)(=O)=O)cc2)cc1 | -0.1 | 0 | 2 | 2.6
CCOc1cc(C2C(C(=O)OC3CCCC3)=C(C)NC3=C2C(=O)CC(c2ccc(Cl)cc2)C3)ccc1O (stereo not given) | 0.1 | -8 | -17 | 0.3
Cc1cc(C)c(NC(=O)CSc2cccc3cccnc23)c(C)c1 | 0.3 | 20 | 3 | 0.7
CCC(NC(=O)c1ccccc1)c1ccccc1 (stereo not given) | 0.1 | 7 | 6 | -1.1
CCCOC(=O)c1ccc(NC(=O)C(=O)NCc2ccc3c(c2)OCO3)cc1 | 0.1 | -3 | -5 | 0.5
CC(=O)Nc1ccc(C)cc1NC(C)=O | 0.2 | 10 | 13 | -0.3
Cc1cc(=O)oc2c(CN3CC(C)OC(C)C3)c(O)ccc12 (stereo not given) | 0.0 | 3 | 4 | 0.2
O=C(Oc1ccc(Cl)cc1Cl)c1ccc(Cl)cc1Cl | 0.0 | -5 | 0 | 0.8
Cc1cccnc1C(c1ccccc1)N(C)C(=O)C1CCN(C(=O)N2CCCC2)CC1 (stereo not given) | 0.0 | 0 | -6 | 0.0
CCOC(=O)c1cc2c(=O)n3cc(C)ccc3nc2n(C2CCCC2)c1=N | -0.1 | 4 | 7 | 1.9
Cc1cc(C)cc(-n2c(C)cn3c4c(=O)n(CCCO)c(=O)n(C)c4nc23)c1 | 0.0 | -1 | 0 | -1.5
COCC(C)n1c(SCC(=O)N2CC(=O)Nc3ccccc32)nc2ccccc2c1=O (stereo not given) | 0.0 | 6 | -3 | 0.8
CCCC(c1nnnn1CCOC)N1CCN(c2ccc(F)cc2)CC1 (stereo not given) | -0.1 | -6 | -17 | -1.3
CCC(Sc1nc2cc(OC)c(OC)cc2c(=O)n1Cc1ccc(Cl)cc1)C(=O)Nc1cccc(OC)c1 (stereo not given) | -0.1 | 5 | -5 | 1.0
CN1CCCc2cc(CCNC(=O)c3ccc(Br)o3)ccc21 | -0.2 | 6 | 10 | 0.1
COc1ccc(-c2ncc(C)c(Nc3ccccc3)n2)cn1 | 0.2 | 4 | -10 | 2.5
NC(=O)NNC(=S)Nc1ccccc1 | -0.1 | -6 | 3 | 0.5
CC(=O)Nc1nc(C)c(-c2csc(NCc3ccccc3)n2)s1 | -0.2 | 9 | -6 | 0.2
COc1ccccc1NC(=O)c1sc2ncn(Cc3ccc(C(C)(C)C)cc3)c(=O)c2c1C | 0.0 | 4 | 5 | 0.0
Cc1onc(-c2c(Cl)cccc2Cl)c1C(=O)N(Cc1ccccc1)Cc1ccccc1 | 0.1 | 5 | 6 | -1.8
CCOC(=O)c1c(NC(=O)c2ccc(OC)cc2)sc2c1CCCC2 | -0.2 | 0 | -19 | -0.6
Cc1ccc(C)c(-c2csc(NC(=O)c3sc4ccccc4c3Cl)n2)c1 | 0.2 | 10 | -6 | -1.2
O=C1COc2ccc(Cl)cc2N1 | 0.6 | 17 | -8 | -1.5
COC(C(=O)Nc1ccnn1C1CCN(Cc2cccc(F)c2F)CC1)c1ccccc1 (stereo not given) | 0.1 | 18 | -7 | -1.5
CN1C(=O)N(C)c2ccc(C=O)c3cccc1c23 | 0.5 | 6 | 15 | 0.1

Full records, quoted from the list:
Entry for `CC(=O)Nc1ccc(C)cc1NC(C)=O` = FBW7 act: 0.2; MITF primary: 10; TEAD-YAP inh: 13; GPR151 ag: -0.3
Entry for `COC(C(=O)Nc1ccnn1C1CCN(Cc2cccc(F)c2F)CC1)c1ccccc1` (stereo not given) = FBW7 act: 0.1; MITF primary: 18; TEAD-YAP inh: -7; GPR151 ag: -1.5
